# Screening results deposited in PubChem by Fisher Drug Discovery Resource Center.
# NPYLR7 ag – mosquito NPYLR7 agonism; HEK293T NPYLR7/Galpha15, GCaMP6s calcium fluorescence; activation, % at 10 µM; 270,000 tested, 0.15% active; in the data active means activation above about 40%;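 further: 0% = vehicle and 100% = reference agonist at the receptor; some compounds past the cut are filed as inactive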
# mcGAS inh – mouse cGAS inhibition by luminescence | AID 1259399 | 160,000 tested, 0.15% active | inhibition, % at 12.5 µM | recombinant cGAS, Kinase-Glo ATP depletion luminescence | Q8C6L5;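 further: 0% = negative control wells and 100% = reference inhibitor with no enzyme activity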
# hcGAS lum – blocks human cGAS activity; recombinant h-cGAS, ATP depletion, Kinase-Glo luminescence; 290,000 tested, 0.081% active; inhibition, % at 12.5 µM; Q8N884; AID 1259398;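 further: 0% = vehicle reaction and 100% = reaction without DNA for no activity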
# Target sequence (Q8N884 whole entry, looked up): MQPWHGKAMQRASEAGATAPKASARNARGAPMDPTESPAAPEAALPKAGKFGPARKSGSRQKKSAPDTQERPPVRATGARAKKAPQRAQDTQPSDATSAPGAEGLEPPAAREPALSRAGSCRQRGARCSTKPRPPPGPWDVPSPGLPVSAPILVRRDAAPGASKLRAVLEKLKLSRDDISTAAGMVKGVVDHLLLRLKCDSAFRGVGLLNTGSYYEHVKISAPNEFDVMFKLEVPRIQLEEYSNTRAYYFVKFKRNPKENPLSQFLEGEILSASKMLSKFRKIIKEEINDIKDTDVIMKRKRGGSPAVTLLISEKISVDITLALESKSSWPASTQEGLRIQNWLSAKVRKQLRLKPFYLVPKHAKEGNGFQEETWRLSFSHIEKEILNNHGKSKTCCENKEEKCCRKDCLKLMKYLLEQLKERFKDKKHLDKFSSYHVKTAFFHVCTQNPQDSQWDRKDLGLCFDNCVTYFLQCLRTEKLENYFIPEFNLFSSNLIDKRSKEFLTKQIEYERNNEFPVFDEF
# An asterisk follows results filed as active; · = not tested or not shown; & = joins results of further samples. Unless noted, no stated cut-off is given here; in the data, active means inhibition above about 40%; inactive means the rest.
SMILES,NPYLR7 ag,mcGAS inh,hcGAS lum
COCCNc1oc2c(c1-c1ccc([N+](=O)[O-])cc1)c(=O)oc1c(C)cccc12,-7,-7,0
O=C(O)c1cnc(/C=C/c2cc(Br)cs2)s1,0,·,-3
C=CCCOC(=O)N1CC(=O)N(C2Cc3ccccc3C2)CC(O)C1 (stereo unspecified),6,-5,-5
CC1CN(S(=O)(=O)c2cccc(C(=O)NC3CCSc4ccc(Cl)cc43)c2)CC(C)O1 (stereo unspecified),-4,-9,-4
CCN(CC)c1ccc(CN2CCn3cncc3C2)cc1,8,-11,-8
CCOC(=O)CN(C)C(=O)CN1CCN(c2ccccc2)CC1,3,-16,-6
Cn1cccc1-c1cc(C(=O)N2CCc3c(nc[nH]c3=O)C2)[nH]n1,·,-14,-7
COc1ccc(-c2nc3n(n2)C(c2ccccn2)C(C(=O)Nc2ccccc2OC)=C(C)N3)cc1 (stereo unspecified),-1,·,-6
COc1ccccc1CNC(=O)C(C)Sc1nnnn1C(C)(C)C (stereo unspecified),5,·,-8
O=c1cc(CSc2nnc(-c3cccnc3)o2)c2cc3c(cc2o1)CCC3,-1,·,-7
CC1Oc2ccc(C#N)cc2N(Cc2ccc(OC(F)(F)F)cc2)C1=O (stereo unspecified),6,·,2
CC1(C)CC2CC(C)(CN2C(=O)c2csc(CSc3nnc(-c4ccco4)n3-c3ccc(F)cc3)n2)C1 (stereo unspecified),-2,-2,0
Cc1cc(C)n(CC(C)NC(=O)c2cccc(NCc3cccnc3)c2C)n1 (stereo unspecified),5,·,-5
CC(C)Oc1ccc(C(=O)Nc2c3c(nn2CC(=O)NCc2ccco2)CSC3)cc1,-3,-7,-7
CCOc1ccccc1N1CCN(C(=O)CCc2ccccc2)C(C)C1=O (stereo unspecified),11,-4,-3
COc1cc(C#N)cc(Cl)c1OCc1nc(N)nc(N)n1,-1,-16,-5
CN(C)S(=O)(=O)N1CCC(N2CCCC(C(=O)N3CCOCC3)C2)CC1 (stereo unspecified),·,-11,-2
O=C(Nc1ccc(Oc2ccccc2F)cc1)C1CCN(C(=O)CCc2ccccc2)CC1,0&17,-11,-5&-8
C/C(=C\c1ccc(NS(=O)(=O)c2ccc3[nH]cc(C(=O)O)c(=O)c3c2)cc1)c1nc2ccccc2[nH]1,-15,-4,-2
O=[N+]([O-])c1ccc(-c2noc(-c3cccc([N+](=O)[O-])c3)n2)cc1,-4,-5,-10

# Random excerpt: 5 records from the list.
SMILES,NPYLR7 ag,mcGAS inh,hcGAS lum
C/C(=C\c1ccc(NS(=O)(=O)c2ccc3[nH]cc(C(=O)O)c(=O)c3c2)cc1)c1nc2ccccc2[nH]1,-15,-4,-2
CCOc1ccccc1N1CCN(C(=O)CCc2ccccc2)C(C)C1=O (stereo unspecified),11,-4,-3
COc1cc(C#N)cc(Cl)c1OCc1nc(N)nc(N)n1,-1,-16,-5
O=[N+]([O-])c1ccc(-c2noc(-c3cccc([N+](=O)[O-])c3)n2)cc1,-4,-5,-10
CC1Oc2ccc(C#N)cc2N(Cc2ccc(OC(F)(F)F)cc2)C1=O (stereo unspecified),6,·,2

# Remaining list, next part:
SMILES,NPYLR7 ag,mcGAS inh,hcGAS lum
CCOC(=O)c1nn(-c2ccc(F)cc2)c(=O)cc1OC,6,·,0
CCn1ccnc1CN(C)C(=O)c1cc(COc2cccc(F)c2)[nH]n1,17,-10,-6
CCCCCn1c(=O)c2c(nc3n2CCCN3c2cc(C)cc(C)c2)n(C)c1=O,-1,-6,-9
S=C(NCc1ccc2c(c1)OCO2)NCc1ccc2c(c1)OCO2,1,·,-6
O=C1c2ccccc2C(=O)C1c1ccc2ccccc2n1,-2,-4,-6
O=C(CCc1nc2ccccc2[nH]c1=O)N1CCCC1c1ccccn1 (stereo unspecified),13,·,-4
CCc1ccccc1N1CCN(C(=O)CCC(=O)NC2CCCC2)CC1,-3,-9,-2
COc1cc(C2NC(=O)c3ccccc3N2C)cc2c1OCCO2 (stereo unspecified),4,·,-4
CCCN(CCC)C(=O)c1cc(-c2ccccc2OC)nc2cc(-c3ccccc3)nn12,9,-10,-5
CNc1snc(C)c1C(=O)OC(C)C(=O)NC1CCCCC1 (stereo unspecified),1,·,-4
CSCCC(=O)Nc1cc(-c2ccc(C)cc2)nn1-c1ccccc1,0,2,0
CCOc1cc2c(cc1NC(=O)CCl)OC(C)C2 (stereo unspecified),3,-6,2
CC=CCn1c(SCC(C)C)nc2c1c(=O)[nH]c(=O)n2C,-6,-4,1
CC(=O)NCCc1ccc(C(=O)Cn2cnc3ccsc3c2=O)s1,6,·,-5
COc1ccc2cc(C(N)=O)c(=Nc3ccc(C)cc3)oc2c1,-9,-1,-2
O=C1C(=O)N(CCN2CCOCC2)C(c2cccnc2)C1=C(O)c1ccc(Br)cc1 (stereo unspecified),5,-8,-5
Cc1ccnc(NC(=O)c2ccc(=O)n(Cc3cccc(C(F)(F)F)c3)c2)c1,4,·,-3
COc1ccccc1-n1cc(C(=O)N2CCCC(O)(CN(C)C)CC2)cn1 (stereo unspecified),1,·,-9
O=C1C[C@H]2CC[C@@H](CN1)N2C(=O)C1CCN(c2ncccn2)CC1,12,·,-8
CCc1[nH]c2c(CNC(=O)CC3CCS(=O)(=O)C3)cc(F)cc2c1C (stereo unspecified),6,-15,-6
O=C(CN(Cc1ccc(F)cc1)C1CC1)Nc1nnc(-c2ccco2)o1,1,·,-4
Cc1nc(CN2CCCC(N(C)Cc3cn4ccccc4n3)C2)no1 (stereo unspecified),2,·,-12
O=C(NC1CCN(c2ccccc2C(=O)N2CCOCC2)CC1)C1CCCC1,2,-3,-2
CC(C)N(Cc1nccn1C)C(=O)C(=O)c1cccs1,2,·,3
O=C(CC12CC3CC(CC(C3)C1)C2)NCCS(=O)(=O)N1CCCC1,3,-11,-7
Cc1ccc(C)c(Cc2c(C)nc(C)nc2N2CCN(C(=O)c3cccc(Cl)c3)CC2)c1,1,-5,-2
CN(Cc1ccc(F)cc1F)c1ccc2nnc(C3CC3)n2n1,-1,·,-12
CCc1nnsc1C(=O)Nc1ccc(S(N)(=O)=O)cc1,13,·,5
CC(C)NC(=O)c1nnc2n1CCN(Cc1ccc(Cl)c(F)c1)C2,5,·,-7
CCOc1ccccc1N(CC(=O)NC(C)(C)C)S(=O)(=O)c1ccc(C)cc1,-2,·,-6
O=c1[nH]c(CCC(F)(F)F)nc2ccsc12,1,-15,-7
CCn1cc(C(=O)N2CCCC(CO)(Cc3ccccc3C)C2)cn1 (stereo unspecified),7,-5,-2
COCC(=O)N(Cc1c(-c2ccccc2)noc1N1CCCCC1)CC(C)C,-1,-4,-2
CN1CCCC[C@]2(C[C@H](C(=O)O)[C@H](c3ccco3)N2C(=O)C2CCCC2)C1=O,4,-7,-7
CSc1ccc(-c2nccn2CC2CCCOC2)cc1 (stereo unspecified),7,·,-5
CCn1cc(S(=O)(=O)c2ccc(F)cc2)c(=O)c2cc(C)ccc21,-5,-7,-7
Cc1nc(-c2ccccc2)sc1C(=O)NNS(=O)(=O)c1ccccc1Cl,1,·,-4
COc1ccc(/C=C/C(=O)NC(c2ccc(S(C)(=O)=O)cc2)c2cccc(N(C)C)c2)cc1 (stereo unspecified),4,-3,-10
COc1ccc(CCN2CC(NC(=O)c3cc(C(C)C)[nH]n3)CC2=O)cc1 (stereo unspecified),0,·,-3
O=C(OCc1ccccc1)N1CCN(c2cc(-c3ccccc3)nc3ncnn23)CC1,14,-4,0
C#CCn1c(=NC(=O)c2ccc(S(C)(=O)=O)cc2)sc2cc(F)ccc21,16,·,-1
Cc1cc(C)c(/C=N\NC(=O)CC(=O)N/N=C\c2c(C)cc(C)cc2C)c(C)c1,6,·,-5
CC(C)Cn1c(CN2C[C@H]3C[C@H](O)[C@H](O)C[C@H]3C2)nc2ccccc21,2,·,-2
N#Cc1c(NC(=O)Cn2nc(-c3cccs3)oc2=O)sc2c1CCCCC2,5,·,0
Cn1cccc1/C=N\NC(=O)CSc1nc2ccccc2n1Cc1ccccc1,-15,4,7
COCCNCc1nccn1Cc1cccc(OC)c1,5,-3,0
Cc1nnc2sc(Cc3c(F)cccc3Cl)nn12,1,·,-1
CCOc1ccc(OCC(=O)Oc2coc(CSc3nc(C)cs3)cc2=O)cc1,-7,-6,-8
CCNC(=O)O[C@H]1C(=O)N(C)C2(CCN(C(=O)C3CCCCC3)CC2)[C@@H]1C(=O)NC,-2,1,12
COc1cc2c(cc1OC)C1CN(C(=O)Nc3c(F)c(F)c(F)c(F)c3F)CC(=O)N1CC2 (stereo unspecified),14,-5,-10
# (further entries)
SMILES,NPYLR7 ag,mcGAS inh,hcGAS lum
COc1ccc(-c2nnc(NC(=O)C(C)C)s2)cc1OC,-6,-5,-7
COc1ccc(C2Nc3ccccc3N=C3CC(c4ccccc4)CC(=O)C32)cc1OC (stereo unspecified),-6,·,2
CCCCCNC(=O)c1ccc(-n2nc(C)cc2C)cc1,3,-8,-1
Cc1nnc(SC(C)C(=O)Nc2cccc3ccccc23)s1 (stereo unspecified),9,-4,-22
O=C(c1ccc(CSc2ccc(F)cc2F)cc1)N1C2CCC1CC(Oc1ccc(F)cc1F)C2 (stereo unspecified),-10,0,-8
COCCn1c(-c2ccccn2)nc2cc(NC(C)=O)cc(C(=O)N3CCN(C(C)C)CC3)c21,26,-10,-8
COc1ccc(C(C)C)cc1S(=O)(=O)N1C[C@H]2C[C@H](O)[C@H](O)C[C@H]2C1,4,·,-9
Cc1ccc(C=C2SC(=S)N(C3CCCCC3)C2=O)o1,-1,·,-6
COc1cc2c(cc1CN1CCN(c3ncc(F)cn3)CC1)OCCCO2,5,·,-6
CCN(CC)Cc1cnc2c(C(=O)NC3CCCCC3)cnn2c1,29,·,-3
Oc1ccc(N2CCN(c3nnnn3-c3ccccc3)CC2)cc1,16,-3,-1
C=CCN1C(=O)C(=O)N(Cc2cc3c(cc2Br)OCO3)C1=O,-2,·,-2
O=C(CN1C(=O)NC2(CCCCC2)C1=O)N1CCOCC1,-2,·,-2

# Three entries already listed, ordered by SMILES length, smallest number first.
SMILES,NPYLR7 ag,mcGAS inh,hcGAS lum
CSCCC(=O)Nc1cc(-c2ccc(C)cc2)nn1-c1ccccc1,0,2,0
O=C(Nc1ccc(Oc2ccccc2F)cc1)C1CCN(C(=O)CCc2ccccc2)CC1,0&17,-11,-5&-8
CC(C)Cn1c(CN2C[C@H]3C[C@H](O)[C@H](O)C[C@H]3C2)nc2ccccc21,2,·,-2

# Profiles, quoted from the list:
# Record of `O=C(c1ccc(CSc2ccc(F)cc2F)cc1)N1C2CCC1CC(Oc1ccc(F)cc1F)C2` (stereo unspecified) → NPYLR7 ag = -10; mcGAS inh = 0; hcGAS lum = -8
# Record of `CCCCCNC(=O)c1ccc(-n2nc(C)cc2C)cc1` → NPYLR7 ag = 3; mcGAS inh = -8; hcGAS lum = -1
